Bioassay records: PubChem, several laboratories
MT stabilizer: microtubule stabilizers in HeLa cells, primary screen, imaging, high-content imaging; 200,000 compounds, 0.83% hits; % tubulin-high responders, % at 10 µM; HeLa tubulin immunostaining HCS, 24 h; share of cells brighter than vehicle mean+2SD;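 active = plate Z-score above 3 for both tubulin-high and condensed-nucleus cell shares, with cell loss under 80%, at 10 µM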;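 note: anti alpha tubulin signal scored within the nucleus-defined area of each cell; some results filed as inactive read as strong as hits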
human PMI inhibitors: human PMI inhibitors, high substrate, primary screen, biochemical, fluorescence intensity, high mannose 6-phosphate (AID 1220); recombinant PMI enzyme, coupled fluorescence intensity; higher % means a stronger effect; Mannose-6-phosphate isomerase (Homo sapiens); inhibition, % at 20 µM; hits with a dose series show IC50 in µM; 190,000 compounds, 0.66% hits
b-catenin transl: modulators of beta-catenin nuclear translocation, primary screen, imaging, HeLa cells, immunofluorescence, high-content; 190,000 compounds, 0.3% hits; nuclear translocation activity, % at 5 µM;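 active = nuclear translocation activity above 50% at 5 µM, with a well cell count of 50 or more; inconclusive = wells under 50 cells across six images, flagged as toxic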;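 note: per-cell ratio of nuclear to cytoplasmic median beta-catenin stain intensity; plate controls were DMSO negative control for no effect and GSK-3 inhibitor IX positive control for full effect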
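Test system: human HeLa cells, endogenous beta-catenin. Times: 24 h compound exposure, 37°C. Measured by: beta-catenin immunofluorescence imaging with DAPI.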
Autophagy mod: autophagy modulators in MEF cells, primary screen, imaging, high-content, MEF GFP-LC3; MEF GFP-LC3 puncta imaging; test concentration mostly 10 µM; calls only at 10 µM (by protocol); 190,000 compounds, 0.98% hits; AID 463193, 2010;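 active = percentage of spot-positive cells more than 3 SD above its plate mean, without a fluorescence outlier flag or 80% toxicity; inconclusive = no clear call, values can overlap the other calls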;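 note: spot-positive cell cutoff set from DMSO-treated cells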
T cell modulator: modulators of CD8 T cell-vesicle binding, primary screen, mouse 2C CD8+ T cells, flow cytometry; 330,000 compounds, 0.068% hits; 2C CD8+ T cell-vesicle binding; active compounds read low; calls only at 7 µM;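 active = response, share of CD8 T cells binding vesicles, and their 90th percentile fluorescence all below set limits, cut at about 80% in these data, passing the limit was not always enough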
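Material: murine 2C transgenic CD8+ T lymphocytes / Also added: QL9-peptide-loaded Drosophila micro-vesicles bearing Ld, ICAM-1 and B7-1 / Schedule: binding step 1.5 h, 37 °C, antibody labelling 20 min, ice / Signal: flow cytometry, PE anti-B7-1 (FL2) versus Alexa647 anti-CD8 (FL8), PFA-fixed / Evaluation: percent CD8+ FL2 mean versus row control / Benchmarks: naked versus QL9-loaded vesicles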
human PMI inhibition: inhibitors of human PMI, primary screen, biochemical, fluorescence intensity, coupled assay (AID 1209) | Mannose-6-phosphate isomerase (Homo sapiens) | 190,000 compounds, 0.42% hits | inhibition, % at 20 µM; hits with a dose series show IC50 in µM | purified PMI enzyme, coupled fluorescence intensity; higher % means a stronger effect;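 note: plate controls were DMSO vehicle for no effect and wells lacking substrate for full effect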
TNAP activators: human TNAP enzyme activators, primary screen, biochemical, luminescent, no phosphate acceptor, uHTS (AID 1001); 200,000 compounds, 0.03% hits; Alkaline phosphatase, tissue-nonspecific isozyme (Homo sapiens); purified TNAP, luminescent activation assay, no phosphate acceptor; higher activation fold means a stronger effect; one-dose activation fold at 20 µM; EC50 in µM for titrated hits; in the data active = activation fold from about 3, or a potency from the dose series; inactive = the rest, 99 in 100 with activation fold below about 1.6; note: many of its hits are not listed in these tables
Ins promoter up: insulin promoter activators in MIN6 cells, imaging, high-content screening, mouse beta cells | MIN6 insulin promoter-GFP reporter; active compounds read high | z-score at 5 µM | 190,000 compounds, 0.3% hits;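 active = z-score above 3 at 5 µM with at least 500 cells counted in the well; inconclusive = wells under 500 cells, flagged as cytotoxic or low count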
Hep lipid drop: inhibitors of hepatocyte lipid droplet formation, primary screen, imaging, high-throughput imaging, BODIPY stain; AML12 mouse hepatocytes, oleate lipid droplets; inhibition, % at 6.5 µM; 240,000 compounds, 0.4% hits;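 active = lipid droplet intensity inhibited by at least 50%, with more than 500 cells counted; inconclusive = wells with under 300 cells, treated as cytotoxic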
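Technique: fluorescence imaging, 20x objective, two fields per well / Assay system: AML12 hepatocytes (mouse) / Measure: % inhibition of lipid droplet signal / Doses: 6.5 µM single-point dosing / Incubation: overnight exposure / Reagent: 100 µM oleic acid challenge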
Ins promoter up cell count: also measured in Ins promoter up; calls as there; cell count; measured here: cytotoxicity, nuclei count;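 total cells summed across four imaged fields per well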
Hep lipid drop cells 6.5 µM: recorded beside Hep lipid drop, whose call it bears; cell count; measured here: cell count, cytotoxicity flag;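 cells counted across two imaged fields per well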
b-catenin transl cell count 5 µM: further read-out of b-catenin transl, marked with its call; cell count; measured here: cell count, cytotoxicity flag
T cell modulator vesicle-bound %: second read-out of T cell modulator, no call of its own (marks repeat the call); double positive events, %; measured here: CD8+ vesicle-bound cell fraction;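 binding gate set so that unloaded-vesicle control wells show 10% double positive cells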
MT stabilizer Hoechst-high %: second read-out of MT stabilizer, no call of its own (marks repeat the call); % Hoechst-high responders; measured here: nuclear condensation Hoechst responders;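 share of cells brighter than vehicle mean plus two SD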
MT stabilizer cytotoxicity %: further read-out of MT stabilizer, marked with its call; toxicity, %; measured here: cytotoxicity by cell density;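 0% = mean cell density of plate MIN control wells and 100% = no cells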
Autophagy mod cell loss 18 h: recorded beside Autophagy mod, whose call it bears; toxicity, %; measured here: cell loss, nuclei count;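 cell loss after 18 h compound exposure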
* marks the source's active call; other numbers are inactive results; i = inactive; ? = inconclusive; · = no result given. Cut-off read from the data, not from the text of the source, unless noted: active = inhibition above about 50%; inactive = the rest.

SMILES	MT stabilizer	MT stabilizer Hoechst-high %	MT stabilizer cytotoxicity %	human PMI inhibitors	b-catenin transl	b-catenin transl cell count 5 µM	Autophagy mod	Autophagy mod cell loss 18 h	T cell modulator	T cell modulator vesicle-bound %	human PMI inhibition	TNAP activators	Ins promoter up	Ins promoter up cell count	Hep lipid drop	Hep lipid drop cells 6.5 µM
CCC(C)n1c(-c2cccs2)nc2nc3ccccc3nc21 (stereo not given)	3.9	1.9	3.7	18%	-5.4	1177	i	1	i	4	21%	1.1	-0.32	904	-3	803
CNC(=S)N(CCc1c(C)[nH]c2ccc(OC)cc12)Cc1cccnc1	2.9	4.0	7.4	34%	-2.8	1086	i	-2	i	29	16%	0.8	-0.2	1090	0	748
Oc1ccccc1C=Nc1ccccc1-c1nc2ccccc2[nH]1	7.5	3.8	2.0	22%	-1.0	1017	i	8	i	52	27%	1.2	0.35	1526	-6	622
O=C(OCC(=O)c1c[nH]c2ccccc12)c1cccc(O)c1	6.2	1.8	13	-2%	-1.1	554	i	-3	i	50	-4%	1.1	-0.09	1229	-9	605
COCc1c(C#N)c(NCCc2ccccc2)nc(C)c1[N+](=O)[O-]	3.0	4.2	0.6	4%	1.4	952	i	7	i	41	11%	1	0.95	1372	7	689
CCCN(CCC)Cc1c(C(=O)OCC)nnn1-c1nonc1N	2.3	2.9	15	-4%	-3.1	955	i	-5	i	44	0%	1.1	0.5	1526	·	·
Cc1ccc(-c2csc(NC(=O)CSc3nnc4c(n3)[nH]c3ccccc34)n2)cc1	3.1	1.8	6.6	0%	-0.4	575	i	-10	i	35	-11%	1	-0.33	1103	·	·
COc1ccc2c(=O)c(N3C(=O)c4ccccc4C3=O)c(C)oc2c1	6.0	1.5	2.9	8%	-2.3	967	i	13	i	24	8%	1.1	0.52	1378	·	·
CC(CCc1ccccc1)NCc1ccncc1 (stereo not given)	2.8	0.4	29	0%	2.0	1124	i	-1	i	20	5%	1.1	0.03	1238	1	775
Cn1cc(Cl)c(C(=O)Nc2nc3ccc(Cl)cc3s2)n1	3.4	3.4	0.4	2%	-1.6	1052	i	6	i	27	3%	1	-0.46	1411	·	·
CCOc1ccc2c(c1)/C(=N/N1C(=O)c3ccccc3C1=O)C(=O)N2	3.1	2.8	4.1	-8%	0.0	1013	i	-6	i	29	-8%	0.9	-0.94	1187	-6	774
Cn1c(SCC(=O)NC(C)(C)C)nnc1-c1cnccn1	3.3	3.0	6.9	1%	3.0	1416	i	-3	i	28	3%	1.1	0.42	1350	·	·
Cc1ccc(N(CC(=O)NC2CCCC2)C(=O)c2c(C)noc2C)cc1C	2.4	1.7	8.2	5%	1.5	1300	i	0	i	16	8%	1	-0.14	1666	·	·
O=C(N/C=C/c1ccco1)NCc1ccccc1	4.2	2.6	9.7	-50%	0.6	1053	i	8	i	25	-58%	1.2	0.02	1258	3	700
CCOC(=O)C1CCN(C(=O)c2ccc(CNS(=O)(=O)c3ccc(C)cc3)cc2)CC1	2.9	2.7	5.1	-5%	-0.6	1121	i	13	i	40	-6%	1.2	0	1154	-2	703
COC(=O)C(NC(=O)c1ccccc1)=C1C=C(C)OC(C)=C1	7.1	2.8	9.1	8%	1.5	1425	i	2	i	42	6%	1	0.66	1633	·	·
COc1ccc(-c2cc(C(=O)NC(C)C)no2)cc1	0.7	1.0	3.9	-3%	·	·	i	3	i	9	0%	1.2	-0.51	944	·	·
CCc1ccccc1NC(=O)Nc1cccn(Cc2ccc(F)cc2)c1=O	1.7	1.0	0.5	13%	-0.5	1049	i	-4	i	29	13%	1	-0.11	1390	-1	739
COc1ccc(/C=N/NC(=O)c2ccc(COCC(F)(F)C(F)F)cc2)cc1	3.3	4.2	11	-3%	0.9	513	i	20	i	5	-9%	1.1	?	·	-7	701
c1cnc2c(OCc3cn4cccnc4n3)cccc2c1	1.6	2.1	1.5	6%	2.6	1082	i	-3	i	12	9%	1.1	·	·	1	738
O=C(c1ccco1)N(CCCN1CCOCC1)c1nc(-c2ccc(F)cc2)cs1	3.7	2.1	14	-3%	2.3	1429	i	5	i	12	10%	1	-0.42	887	·	·
Cc1cc(NN)nc(NS(=O)(=O)c2ccccc2)n1	2.1	1.2	3.6	5%	-0.1	956	i	1	i	52	12%	0.5	-0.33	1407	3	763
CCOC(=O)c1cc(C#N)c(NCc2ccccc2)nc1C	5.3	2.7	15	-2%	-0.7	1186	i	7	i	54	-5%	1.1	0.01	1042	·	·
O=C(CCCCCn1c(=S)[nH]c2ccccc2c1=O)N1CCOCC1	3.3	2.0	8.8	12%	0.4	1386	i	0	i	50	12%	1.1	-0.13	1119	·	·
O=C(O)CSc1cc(C(=O)c2cc(F)ccc2O)cn2c(=O)c3c(-c4ccccc4)csc3nc12	·	·	·	·	-2.8	1094	·	·	i	28	·	·	-0.02	1453	14	749
CCOCCCNC(=O)c1cc(Sc2nnc(C)s2)nc2ccccc12	·	·	·	·	0.1	1368	·	·	i	21	·	·	-0.41	990	1	689
O=C1c2ccccc2C(=O)N1Cc1nc2ccccc2o1	3.6	2.8	16	-4%	-1.4	689	i	25	i	25	0%	1	0.73	893	·	·
CC1=C(C#N)C(/C=N/OCc2ccc(F)cc2Cl)CC(=O)N1 (stereo not given)	2.1	2.4	2.8	-1%	0.5	1075	i	-9	i	32	-10%	1.1	0.45	1237	-1	692
CC1(C)Cc2nc3nc(SCC(=O)Nc4ccccc4)nc(N)c3cc2CO1	4.5	1.5	1.6	6%	2.1	952	i	-23	i	20	9%	1.1	-0.09	1514	-8	645
CC(C)NC(=S)Nc1c(N)[nH]c(=O)[nH]c1=O	·	·	·	·	-4.0	1177	·	·	i	12	·	·	0.18	1396	21	719
COc1ccc(N2CCN(C(=S)Nc3cccc(C)c3C)CC2)cc1	1.8	2.1	12	5%	·	·	i	-4	i	35	32%	1.2	·	·	·	·
Cn1c(=O)c(C(=O)CCl)c(N)n(CC2CC2)c1=O	4.6	3.6	2.2	-16%	·	·	i	19	i	34	-14%	1.1	-0.65	1033	19	744
CC1=NN(C(N)=S)C(=O)C1N=Nc1cccc(C)c1 (stereo not given)	·	·	·	·	-0.8	1357	·	·	i	44	·	·	0	775	-14	723
Cc1ccc(NC(=S)N(CCCN2CCC(C)CC2)Cc2ccco2)cc1C	3.1	2.9	10	7%	-2.0	1040	i	22	i	34	-3%	1.1	-1.9	1267	8	689
COc1cccc(CN(c2ccc3c(c2)CCC3)S(=O)(=O)c2ccc(-n3cnnn3)c(OC)c2)c1	2.5	2.2	11	-3%	-0.6	1115	i	1	i	53	12%	1.2	0.42	1292	-8	606
O=C(CNC(=S)NC(=O)c1cccc([N+](=O)[O-])c1)c1ccccc1	2.0	4.2	7.0	-4%	1.4	1075	i	0	i	58	6%	1.1	·	·	-10	688
O=C(Nc1ccc(C2=NCCN2)cc1)c1ccc(C(=O)Nc2ccc(C3=NCCN3)cc2)c([N+](=O)[O-])c1	·	·	·	·	0.0	1247	·	·	i	2	·	·	-1.7	996	7	818
O=C(CSc1ccc(-c2ccncc2)nn1)N1CCCCC1	1.8	2.2	4.1	12%	0.5	1109	i	10	i	39	2%	1.2	0.94	1193	18	678
CCSc1nc(O)c(C2OC(=O)c3c2ccc(OC)c3OC)c(=O)n1-c1ccccc1 (stereo not given)	1.7	1.1	8.6	-10%	·	·	i	-6	i	20	-5%	1.3	-1.1	1058	12	720
c1ccc(-c2nc(NCC3CCCO3)c3oc4ccccc4c3n2)cc1 (stereo not given)	1.3	2.3	7.3	-4%	·	·	i	-7	i	11	-1%	1	-0.36	879	·	·
Cc1ccc(Nc2nc3ccccc3c(=O)[nH]2)cc1C	3.7	1.9	7.1	-5%	-0.1	1133	i	30	i	43	-7%	1	-0.41	1237	3	698
CC(C)(C)C(=O)NCCc1nc2ccccc2n1CC(=O)c1ccc(Cl)cc1	4.0	3.0	5.9	-7%	-3.5	561	i	-8	i	17	-9%	1	0.84	1091	0	738
CCC(C)(C)NC(=O)C(c1ccc(F)cc1)N(Cc1cccs1)C(=O)c1cnccn1 (stereo not given)	2.2	1.6	4.8	4%	0.3	1160	i	0	i	27	7%	1	-0.23	1485	1	762
Cn1cnnc1Sc1ccc(C(=O)NCCC23CC4CC(CC(C4)C2)C3)cc1[N+](=O)[O-]	2.7	3.3	10	8%	2.0	954	i	3	i	36	14%	1	0.45	1462	17	576
CCN1CCN(C(c2cccc(OC)c2OC)c2nnnn2Cc2ccco2)CC1 (stereo not given)	3.0	1.9	9.4	·	1.1	1503	i	-4	i	46	·	1	·	·	0	650

An unsorted share of the library; any-hit rate near 2.9%.
